Compound activity (PubChem BioAssay)
Mm-Cpn inhibitor = inhibitors of Methanococcus maripaludis chaperonin (MmCpn); hit rate 0.031% among 330,000; purified Mm-Cpn ATPase, ADP Transcreener TR-FRET; AID 504842; Potency, µM (top dose mostly 76.9 µM), inactives show at the top dose activity, negative = inhibition, hits mostly inhibitors; note: potency is the fitted concentration of half-maximal effect; % is set by controls: 0 for no effect and ±100 for the full control effect; nearly all actives have a fitted effect of over 80% in size
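Purified archaeal Mm-CPN (25nM final) preincubated 10 min at 37degC with compound, then 10uM ATP for 30 min at 37degC; ADP measured by HTRF Transcreener TR-FRET; buffer 30 mM TRIS pH 7.4, 100mM KCl, 5mM MgCl2, 1mM DTT.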
GLP1R cytotox = cytotoxicity counter-screen for GLP-1 receptor inverse agonists. HEK293 cAMP-luciferase reporter cells, luminescence, 24 h. AID 624418. hit rate 0.13% among 410,000. Potency, µM (titrated, usually from 38.3 µM), for inactives: at the top dose activity change, negative = inhibition, actives largely listed as inhibitors;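 note: loss of luciferase light is scored as toxicity; potency is the fitted concentration of half-maximal effect; % is set by controls: 0 for no effect and ±100 for the full control effect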
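A 23 nL compound transfer followed 12 hours of cell culture at 37 deg C; exposure then lasted 24 hr. Luciferase assay detection reagent was dispensed and plates read for luminescence after a 12 min room-temperature wait.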
Akt phos inh = inhibitors of Akt phosphorylation. Neuro2A IGF-stimulated pAkt S473 HTRF, 20 min; active compounds read low. activity change, % for hits at 50 µM. hit rate 0.32% among 360,000; in the data active = activity change below about -80%; inconclusive = mostly about -51% to -80%; note: % is set by controls: 0 for no effect and ±100 for the full control effect
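Neuro2A cells in DMEM with 0.5% FBS, overnight at 37 deg C, given compound at single 50 µM final, then IGF (6 nM final) for 20 min at 37 deg C. Lysed; phospho-Akt Ser473 by HTRF after 24 h, 665/615 ratio.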
GLP-1R inv ag = inverse agonists of human GLP-1 receptor. HEK293 GLP-1R CRE-luciferase, luminescence, 24 h; GLP-1R form is constitutively active. hit rate 1.6% among 410,000. Potency, µM (series often up to 38.3 µM), for the others: at the top dose activity change, negative = inhibition, hits mostly inhibitors. P43220. AID 624417; note: potency is the fitted concentration of half-maximal effect; % is set by controls: 0 for no effect and ±100 for the full control effect; nearly all actives have a fitted effect of over 55% in size
Target sequence (P43220 whole entry, looked up): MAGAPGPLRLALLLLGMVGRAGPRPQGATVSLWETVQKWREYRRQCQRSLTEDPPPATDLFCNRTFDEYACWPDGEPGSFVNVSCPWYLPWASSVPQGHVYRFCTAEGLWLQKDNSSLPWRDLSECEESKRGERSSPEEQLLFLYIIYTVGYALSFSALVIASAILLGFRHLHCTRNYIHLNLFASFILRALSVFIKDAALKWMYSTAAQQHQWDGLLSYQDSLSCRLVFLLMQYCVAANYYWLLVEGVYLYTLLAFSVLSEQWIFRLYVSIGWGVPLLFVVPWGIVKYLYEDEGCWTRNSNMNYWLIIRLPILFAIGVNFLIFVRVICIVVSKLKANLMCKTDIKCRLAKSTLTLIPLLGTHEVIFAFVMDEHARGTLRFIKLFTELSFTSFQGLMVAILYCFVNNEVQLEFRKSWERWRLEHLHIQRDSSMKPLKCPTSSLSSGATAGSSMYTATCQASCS
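GLP-1R inverse agonism mode: basal reporter luminescence in engineered HEK293 cells measured after one day of compound exposure at 37 deg C, with a 12 min room-temperature detection step.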
aSyn rescue = alpha-synuclein toxicity inhibition in yeast. Yeast expressing alpha-synuclein, growth rescue, BacTiter-Glo, 24 h. Potency, µM (doses to about 46.1 µM), for inactives: top-dose growth rescue (activation), actives largely listed as activators. AID 652106. hit rate 0.14% among 370,000; note: potency is the fitted concentration of half-maximal effect; % of control where 0% means no effect; nearly all actives have a fitted effect of over 65% in size
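Galactose-induced alpha-syn yeast (OD600=0.02, raffinose-pregrown) + pinned cpd, 24 hr, 30 deg C; growth by BacTiter-Glo luminescence. Growth restoration scores as activation.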
TDP-43 yeast inh = rescues yeast growth from TDP-43 toxicity | TDP-43 expressing yeast growth rescue, BacTiter-Glo, 24 h | Potency, µM (series often up to 46.1 µM), for the others: at the top dose growth rescue (activation), most hits filed as activators | hit rate 1.8% among 410,000 | AID 652104; note: potency is the fitted concentration of half-maximal effect; % of control where 0% means no effect; nearly all actives have a fitted effect of over 50% in size
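Yeast cells expressing TDP-43 under galactose induction are exposed to compounds for 24 hr at 30 deg C. BacTiter-Glo luminescence measures growth, so protective compounds score as activators.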
FUS yeast rescue = suppressors of FUS proteinopathy in yeast; S. cerevisiae FUS-expressing, growth rescue, OD600, 24 h; Potency, µM (series often up to 76.6 µM), without a hit: at the highest dose growth rescue (activation), usual class: activators; hit rate 0.24% among 390,000; AID 1347120;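 note: potency is the fitted concentration of half-maximal effect; plate controls were DMSO vehicle for no effect and reference control for full effect; nearly all actives have a fitted effect of over 55% in size; some results filed as inactive show a strong effect at the top dose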
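Toxicity suppression screen in FUS-yeast. Cells induced with 2% galactose, starting OD 0.005, treated 24hr at 30C with compounds at multiple final concentrations; growth by OD600.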
Abeta yeast res = A-beta toxicity reversal in yeast; Potency, µM (titrated, usually from 46.1 µM), without a hit: at the top dose growth rescue, hits mostly activators; AID 1347071; yeast expressing A-beta42, growth rescue, OD600, 48 h; response scale: 0% DMSO, 100% iron-clioquinol control; hit rate 0.063% among 410,000; note: potency is the fitted concentration of half-maximal effect; nearly all actives have a fitted effect of over 55% in size
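Yeast growth medium received pinned compounds, then yeast cells expressing toxic A-beta were added; plates incubated at 30 C for 48 hr. Growth read as absorbance at 600 nm, normalized to DMSO and equimolar FeCl3 plus clioquinol controls.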
PTHR1 ag = PTHR1 (human) receptor agonism. Q03431. AID 743266. Potency, µM (series often up to 115 µM), for inactives: at the top dose activation, actives largely listed as activators. hit rate 0.075% among 410,000. HEK293 GP2 PTHR1 cells, GloSensor cAMP luminescence, 1 h; note: potency is the fitted concentration of half-maximal effect; nearly all actives have a fitted effect of over 55% in size; some results filed as inactive show a strong effect at the top dose; inactives centre near -15; many of its hits are not listed in these tables
Target sequence (Q03431 whole entry, looked up): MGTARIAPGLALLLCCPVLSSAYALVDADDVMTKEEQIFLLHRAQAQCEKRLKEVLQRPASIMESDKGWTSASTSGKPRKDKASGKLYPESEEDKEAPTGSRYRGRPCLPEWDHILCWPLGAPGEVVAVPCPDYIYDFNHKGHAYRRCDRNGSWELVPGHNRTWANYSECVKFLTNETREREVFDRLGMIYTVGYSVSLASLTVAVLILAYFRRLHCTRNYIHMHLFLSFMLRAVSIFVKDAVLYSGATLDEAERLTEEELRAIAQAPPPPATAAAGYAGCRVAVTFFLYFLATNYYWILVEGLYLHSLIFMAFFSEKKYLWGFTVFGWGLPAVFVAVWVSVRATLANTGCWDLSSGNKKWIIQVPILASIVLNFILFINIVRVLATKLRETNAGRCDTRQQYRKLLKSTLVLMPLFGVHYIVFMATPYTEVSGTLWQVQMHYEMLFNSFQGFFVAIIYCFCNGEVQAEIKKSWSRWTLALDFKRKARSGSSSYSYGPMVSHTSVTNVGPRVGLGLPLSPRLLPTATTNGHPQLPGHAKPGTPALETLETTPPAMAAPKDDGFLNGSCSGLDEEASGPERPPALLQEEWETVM
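HEK-293-derived GP2 cells expressing PTHR1 and a GloSensor cAMP reporter, 3,000/well, plated overnight, given luciferin plus IBMX (each 0.5 mM as added) for 1 h at 37 °C, then compound for 1 h at 37 °C. Luminescence was read after 15 min at room temperature.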
* hit, by the source's call; i = inactive; ? = inconclusive; . = no result given; & = joins results of further samples; [ ] = remark or other dose. Unless noted, calls come from the whole dose curve; as a rule, active = well fitted curve in the direction sought with a large enough effect; inconclusive = small, poorly fitted or top-dose-only effect, or another doubt; inactive = no such curve, though single readings can be large; an effect the other way counts as inactive or inconclusive. An excerpt; count on the stated rates, not on these rows.

Below each SMILES – GLP-1R inv ag | TDP-43 yeast inh | aSyn rescue | Abeta yeast res | Akt phos inh | Mm-Cpn inhibitor | PTHR1 ag | GLP1R cytotox | FUS yeast rescue
1: CCNC(=O)C1CCCN(C(=O)c2cccc3ccccc23)CC1 (stereo not drawn)
 : 23% | -4% | 0% | -6% | i | . | -18% | -12% | 7%
2: O=C(Cn1c(=O)n(Cc2ccco2)c(=O)c2ccccc21)Nc1cccc(Cl)c1
 : ? | 7% | -3% | -7% | i | -6% | -23% | -23% | -16%
3: CCOC(=O)Cn1nc(-c2ccc(F)cc2)oc1=O
 : 19% | -12% | 0% | -1% | i | 1% | i | -3% | -5%
4: CN(C)c1ccc(C(=O)NN2C(=O)c3ccccc3C2=O)cc1
 : 3% | 21% | 1% | -7% | i | 0% | i | 1% | 18%
5: CCCCNC(=S)N/N=C/c1ccc(C#N)cc1
 : ? | 5% | -1% | 26% | i | 1% | -16% | ? | -1%
6: Cn1ccc(NC(=O)c2ccc(Cl)cc2Cl)n1
 : -11% | 11% | 3% | -1% | i | -2% | -59%[inhibitor] | -10% | -18%
7: CCN(C(=O)CSc1cc(C)c2ccccc2n1)c1c(N)n(Cc2ccccc2)c(=O)[nH]c1=O
 : -29% | 12% | 9% | 4% | i | 2% | i | -9% | 1%
8: CCOCCn1ccc2c(OCC(=O)Nc3cccc(F)c3)cccc2c1=O
 : 16% | 33% | . | -1% | . | . | i | -4% | 16%
9: Cc1ccc(C(=O)O/N=C/c2c(C(F)(F)F)nn(C)c2Sc2ccc(Cl)cc2)cc1
 : ? | 4% | 11% | 10% | i | 2% | i | -16% | -22%
10: O=C(c1ccco1)N1CCN(S(=O)(=O)c2ccc3c(c2)OCCO3)CC1
 : 3% | -2% | -1% | -4% | i | -2% | i | 0% | -21%
11: Nn1c(SCc2ccc(F)cc2)nnc1-c1ccncc1
 : -1% | 14% | 0% | 2% | i | 0% | i | 0% | 2%
12: Cc1cc(-c2ccc(C)c(S(=O)(=O)N(C)c3ccc(C)c(C)c3)c2)on1
 : ? | 4% | . | -3% | . | . | -54%[inhibitor] | -7% | 36%
13: O=C(COC(=O)/C=C/c1cccc(C(F)(F)F)c1)NC1CCCCCC1
 : 20% | 24% | -1% | -5% | i | 0% | -10% | 6% | -27%
14: COc1cc(OC)c(N(C)S(=O)(=O)c2cccc(C(=O)NC(C)C3CC4CCC3C4)c2)cc1Cl (stereo not drawn)
 : -1% | 10% | 2% | 5% | i | 1% | i | 6% | -14%
15: Cc1ccc(/C(=C\CN2CCCC2)c2ccccn2)cc1
 : -18% | 0% | 9%&-2% | -16% | i | 1% | -12% | 2% | -37%
16: CCOC(=O)c1c(O)c2ccccc2n(-c2ccccc2)c1=O
 : 8% | -14% | -3% | -28% | i | -1% | -6%[57.5 µM] | -15% | 6%
17: O=C(NC1CCCCC1)C(c1ccc2ncccc2c1)N(Cc1ccc(F)cc1)C(=O)c1cccs1 (stereo not drawn)
 : ? | -4% | 7% | -4% | i | -3% | -22%[57.5 µM] | -28% | 2%
18: Cc1nc2nc(CCNS(=O)(=O)c3ccc(Cl)cc3)cn2nc1C
 : ? | 3% | 2% | 2% | i | -4% | i | 4% | -6%
19: Cc1nnc2ccc(N3CCOCC3)nn12
 : 24% | -4% | 3% | 10% | . | -2% | i | 2% | -15%
20: O=C(NCc1cccnc1)c1cn(CCc2ccccc2)nn1
 : 1% | -6% | -8% | -2% | i | -1% | -1% | -13% | 17%

Part of the list above, tab-delimited.
entry	smiles	GLP-1R inv ag	TDP-43 yeast inh	aSyn rescue	Abeta yeast res	Akt phos inh	Mm-Cpn inhibitor	PTHR1 ag	GLP1R cytotox	FUS yeast rescue
13	O=C(COC(=O)/C=C/c1cccc(C(F)(F)F)c1)NC1CCCCCC1	20%	24%	-1%	-5%	i	0%	-10%	6%	-27%
14	COc1cc(OC)c(N(C)S(=O)(=O)c2cccc(C(=O)NC(C)C3CC4CCC3C4)c2)cc1Cl (stereo not drawn)	-1%	10%	2%	5%	i	1%	i	6%	-14%
15	Cc1ccc(/C(=C\CN2CCCC2)c2ccccn2)cc1	-18%	0%	9%&-2%	-16%	i	1%	-12%	2%	-37%
16	CCOC(=O)c1c(O)c2ccccc2n(-c2ccccc2)c1=O	8%	-14%	-3%	-28%	i	-1%	-6%[57.5 µM]	-15%	6%
17	O=C(NC1CCCCC1)C(c1ccc2ncccc2c1)N(Cc1ccc(F)cc1)C(=O)c1cccs1 (stereo not drawn)	?	-4%	7%	-4%	i	-3%	-22%[57.5 µM]	-28%	2%
18	Cc1nc2nc(CCNS(=O)(=O)c3ccc(Cl)cc3)cn2nc1C	?	3%	2%	2%	i	-4%	i	4%	-6%
19	Cc1nnc2ccc(N3CCOCC3)nn12	24%	-4%	3%	10%	.	-2%	i	2%	-15%
20	O=C(NCc1cccnc1)c1cn(CCc2ccccc2)nn1	1%	-6%	-8%	-2%	i	-1%	-1%	-13%	17%

Following part.
Below each SMILES – GLP-1R inv ag | TDP-43 yeast inh | aSyn rescue | Abeta yeast res | Akt phos inh | Mm-Cpn inhibitor | PTHR1 ag | GLP1R cytotox | FUS yeast rescue
21: CCO[C@@H]1OC(C(=O)N2CCN(Cc3ccccc3)CC2)=C[C@H](c2ccc(C(F)(F)F)cc2)[C@H]1CCCO
 : ? | -20% | -3% | 1% | i | . | 3% | -11% | -8%
22: Cc1ccc(/C=N/NC(=O)C2COc3ccccc3O2)s1 (stereo not drawn)
 : ? | ? | -2% | 25% | i | -4% | i | ? | 18%
23: O=C(Nc1ccc2c(c1)C(=O)N(CC1CCCO1)C2=O)c1ccccc1Br (stereo not drawn)
 : 0% | -13% | -2% | 25% | i | 0% | -11% | 4% | -1%
24: O=C(c1ccco1)c1nc2c(n1O)CCCCC2
 : 1% | -12% | -7% | -8% | i | 0% | i | -5% | -15%
25: CCOC(=O)Cn1c(=O)oc2cc(S(=O)(=O)N3CCC(C(=O)OCC)CC3)ccc21
 : -5% | 0% | . | -1% | . | . | i | 0% | -25%
26: Cc1ccc2nc(-c3ccc(Cl)c(NC(=O)COc4ccc([N+](=O)[O-])cc4)c3)oc2c1
 : 18% | 29% | . | -5% | . | . | -36%[inhibitor] | -1% | -20%
27: Cc1ccc(CC2CC(=O)N(c3cc(Cl)ccn3)C2=O)cc1 (stereo not drawn)
 : -9% | 9% | 1% | 12% | i | 3% | -31%[inhibitor] | -11% | 1%
28: COc1ccc(OC)c(N(CC(=O)NCC2CCCO2)S(=O)(=O)c2ccccc2)c1 (stereo not drawn)
 : 17% | 9% | 1% | 16% | i | -2% | i | ? | -6%
29: CS(=O)(=O)Nc1ccccc1C(=O)c1ccccc1
 : 0% | 6% | -3% | 0% | i | 1% | -6%[57.5 µM] | 7% | -11%
30: CC1CCN(C(=O)Cn2c(SCC(=O)Nc3nccs3)nc3ccccc32)CC1
 : -3% | -24% | 4% | 13% | . | 1% | -5%[57.5 µM] | 0% | 20%
31: Cc1ccc(CS(=O)Cc2ccc(C(=O)N3CCOCC3)o2)cc1 (stereo not drawn)
 : ? | -4% | 0% | 5% | i | -5% | 0% | -1% | -18%
32: CC(C)c1ccc(NC(=O)CSc2n[nH]c(=O)n2-c2cccnc2)cc1
 : -25% | -10% | -17% | 0% | i | 0% | i | 5% | -18%
33: Cc1cccc(-c2nc(CS(=O)CC(=O)NCc3ccco3)c(C)o2)c1 (stereo not drawn)
 : -6% | 2% | 26% | 3% | i | 0% | i | -5% | -3%
34: CN(C)CCN(C(=O)/C=C/c1cccs1)c1nc2ccc(Br)cc2s1
 : 3% | 6% | -27% | . | i | -10% | i | -8% | 29%
35: O=C(CSc1nc(-c2ccccc2)nc2ccccc12)Nc1cccc(C(=O)O)c1
 : 18% | -3% | 0% | -12% | i | -9% | i | -19% | 31%
36: Cc1ccccc1-n1c(=O)c2ccccc2n2c(=O)[nH]nc12
 : 82%[activator] | -1% | -4% | -9% | i | 2% | i | 6% | 3%
37: O=C(Cn1cnc([N+](=O)[O-])c1)NCCc1ccccc1
 : -15% | . | 0% | -9% | i | 2% | ? | -1% | 24%
38: O=C(CS(=O)CC(=O)N(c1ccccc1)C(C(=O)NC1CCCCC1)c1ccco1)Nc1ccc(F)cc1 (stereo not drawn)
 : -31% | 3% | -4% | -6% | i | 1% | -17% | -16% | 4%
39: CSCCC(NS(=O)(=O)c1ccccc1)C(=O)OCc1cc(=O)oc2cc(O)ccc12 (stereo not drawn)
 : 8% | 12% | 1% | 8% | i | -10% | -25% | 387%[activator] | .
40: CCOC(=O)CCNC(=O)N1CCCC(C(=O)c2ccc3c(c2)OCO3)C1 (stereo not drawn)
 : -20% | 9% | 0% | 2% | i | -3% | i | -9% | -16%
41: C=CCOc1cccc(C2C(C(=O)c3ccc(C)o3)=C(O)C(=O)N2CCCn2ccnc2)c1 (stereo not drawn)
 : -5% | 9% | -4% | 5% | i | . | 12% | 5% | 18%
42: N#Cc1cccc(C(=O)OCC(=O)c2ccc3c(c2)NC(=O)CO3)c1
 : 6% | 21% | -7% | -1% | i | -2% | -36%[inhibitor] | 7% | 14%
